Assay outcomes from PubChem BioAssay.
OXTR agonist – activates the human oxytocin receptor. P30559. CHO-OTR cells, Fluo-8 calcium fluorescence; normalized: DMSO 0%, oxytocin 100%. activation, % at 3 µM. 0.32% of 320,000 active. AID 2435;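 active = activation above the mean of all tested compounds plus 3 SD, cutoff set per screening run, cut at about 20% in these data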;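 note: peak over basal fluorescence ratio from a 100 s FLIPR kinetic read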
Target sequence (P30559 whole entry, looked up): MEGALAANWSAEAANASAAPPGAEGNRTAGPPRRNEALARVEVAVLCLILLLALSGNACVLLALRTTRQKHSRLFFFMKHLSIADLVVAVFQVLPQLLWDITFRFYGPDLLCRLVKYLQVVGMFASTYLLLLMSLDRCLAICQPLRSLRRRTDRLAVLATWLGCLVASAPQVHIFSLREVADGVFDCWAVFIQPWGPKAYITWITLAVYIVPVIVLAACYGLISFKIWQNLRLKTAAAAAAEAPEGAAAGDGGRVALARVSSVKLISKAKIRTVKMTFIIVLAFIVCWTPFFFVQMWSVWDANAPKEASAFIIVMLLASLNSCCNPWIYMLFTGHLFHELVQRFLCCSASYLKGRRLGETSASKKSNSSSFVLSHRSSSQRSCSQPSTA
V1R ag counter – activates human V1a receptor in oxytocin agonist counter-screen | activation, % at 3 µM | 0.25% of 320,000 active | P37288 | AID 2797 | CHO-V1R cells, Fluo-8 calcium fluorescence, agonist mode; 0% DMSO, 100% 3 nM vasopressin;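 active = activation above the mean activation of all tested compounds plus 3 SD, per screening run, cut at about 20% in these data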;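 note: signal is peak over basal fluorescence ratio across a 100 second FLIPR read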
Target sequence (P37288 whole entry, looked up): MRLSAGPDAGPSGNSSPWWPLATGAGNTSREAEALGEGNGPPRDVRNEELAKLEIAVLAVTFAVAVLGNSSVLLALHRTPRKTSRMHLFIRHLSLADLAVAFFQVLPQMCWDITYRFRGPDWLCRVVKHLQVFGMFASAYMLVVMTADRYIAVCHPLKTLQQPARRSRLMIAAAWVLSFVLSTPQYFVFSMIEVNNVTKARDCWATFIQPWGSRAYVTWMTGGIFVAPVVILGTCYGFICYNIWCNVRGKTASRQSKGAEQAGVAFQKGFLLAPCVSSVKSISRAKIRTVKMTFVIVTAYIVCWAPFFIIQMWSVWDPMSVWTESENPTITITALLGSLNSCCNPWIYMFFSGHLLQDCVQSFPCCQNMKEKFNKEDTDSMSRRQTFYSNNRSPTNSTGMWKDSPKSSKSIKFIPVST
OXTR potentiator – potentiates the human oxytocin receptor response; P30559; CHO-OTR cells, Fluo-8 calcium fluorescence, potentiator mode; 0% = oxytocin EC15, 100% = EC100; activation, % at 3 µM; 0.061% of 320,000 active; AID 2445;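 active = activation above that plate's cutoff, the mean activation of tested compounds plus 3 SD, cut at about 6.6% in these data, passing the limit was not always enough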;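 note: 100% uses oxytocin at 75 nM as the full agonist control; some results filed as inactive read as strong as hits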
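Assay system: CHO-OTR cells, human receptor / Also added: oxytocin at about EC15, sub-maximal agonist stimulus / Dosing: single dose, 3.0 µM nominal final compound concentration / Incubation: 6 min pre-incubation, 100 s read / Technique: Fluo-8 calcium dye fluorescence / Read-out: % activation vs EC15 and EC100 oxytocin / Benchmarks: EC15 oxytocin low, 75 nM oxytocin high / Replicates: singlicate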
MEKK2mut PB1 HTS – signal of MEK5 binding to mutant human MEKK2 PB1 domain. bead flow cytometry, Alexa488-MEK5 binding to MEKK2 mutant. percent response, % at 10 µM. AID 1530. 0.35% of 290,000 active; in the data active = percent response above about 24%, passing the limit was not always enough; note: inactives centre near 1; some results filed as inactive read as strong as hits; reference of the scale not given here
NALP1 inh – blocks the NALP1 inflammasome reconstituted in yeast. S. cerevisiae NALP1/ASC/caspase-1 growth, X-gal OD620, 72 h. inhibition, % at 10 µM. 0.61% of 280,000 active. AID 2071; in the data active = inhibition mostly above about 24%, no sharp cut-off; inactive = mostly below about 32%; note: some compounds called inactive have numbers as strong as hits
PfM18AAP inh – PfM18AAP enzyme inhibition; 1.2% of 290,000 active; inhibition, % at 7.35 µM; recombinant PfM18AAP, H-Glu-NHMec fluorogenic cleavage;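 active = inhibition above the campaign mean inhibition over all tested compounds plus 3 SD, cut at about 28% in these data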;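 note: 0% = plate median of test compound wells and 100% = 2 mM ZnCl2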
GalR3 antagonist – human GalR3 antagonism; AID 651719; inhibition, % at 3 µM; O60755; 0.44% of 360,000 active; HEK293 GalR3-CNG cAMP membrane potential fluorescence; galR3 body fused to GalR1 C-terminus;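 active = inhibition above the screen-wide average plus 3 SD, cut at about 13% in these data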;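 note: forskolin and galanin both at EC90 stimulate the cells; cAMP rise reported by CNG channel membrane potential dye signal; 0% = forskolin plus galanin with DMSO and 100% = forskolin alone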
Target sequence (O60755 1-299 limits assumed): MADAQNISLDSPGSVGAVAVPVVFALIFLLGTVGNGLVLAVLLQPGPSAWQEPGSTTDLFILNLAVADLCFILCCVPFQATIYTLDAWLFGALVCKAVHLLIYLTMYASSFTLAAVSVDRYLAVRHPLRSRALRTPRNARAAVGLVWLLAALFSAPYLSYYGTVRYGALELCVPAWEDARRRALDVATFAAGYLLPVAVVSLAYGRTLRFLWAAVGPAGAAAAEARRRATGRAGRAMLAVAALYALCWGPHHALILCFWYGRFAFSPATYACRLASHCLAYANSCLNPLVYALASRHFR
MEKK2wt PB1 HTS – raises or lowers MEK5 binding to wildtype human MEKK2 PB1 domain; Q9Y2U5; bead flow cytometry, Alexa488-MEK5 binding to MEKK2 WT; actives lie on both sides; binding response (% of control), % at 10 µM; 1.1% of 290,000 active; in the data active = binding response below about 67% or above about 130%
GPR7 antag – blocks human GPR7 receptor signaling | P48145 | GPR7-expressing cells, fluorescence antagonist assay | inhibition, % at 4.4 µM | 1.1% of 290,000 active; in the data active = inhibition above about 16%, passing the limit was not always enough;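 note: cells stimulated with the agonist NPW; 0% = agonist with vehicle and 100% = vehicle without agonist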
* hit, by the source's call; . = no result given.

SMILES | OXTR agonist | V1R ag counter | OXTR potentiator | MEKK2mut PB1 HTS | NALP1 inh | PfM18AAP inh | GalR3 antagonist | MEKK2wt PB1 HTS | GPR7 antag
CN1C(=O)N(C)C(=O)C2(Cc3c(nc4ccccn4c3=O)N3CCC(Cc4ccccc4)CC32)C1=O (stereo not drawn) | . | . | . | . | -23 | . | . | . | .
Cc1cc(OCC(=O)Nc2cc(C)nn2-c2ccccn2)c2c3c(c(=O)oc2c1)CCC3 | . | . | . | . | 3 | . | . | . | .
Cc1ccc2c(c1)C1CN(C)CCC1N2C(=O)Cn1cnc2c1c(=O)n(C)c(=O)n2C (stereo not drawn) | . | . | . | . | 23 | . | . | . | .
CN1CC[C@@H](c2ccc(F)cc2)[C@H](COc2ccc3c(c2)OCO3)C1 | . | . | . | 4 | . | . | . | 121 | .
C=C(COC(C)=O)CC1CC(O)[C@]2(C)OC3CC4OC5C[C@]6(C)O[C@]7(C)CCC8OC9C[C@]%10(C)OC%11C(C)=CC(=O)OC%11CC%10OC9C[C@@H](C)C8OC7CC6O[C@]5(C)C/C=C\C4OC3CC2O1 (stereo partly drawn) | . | . | . | -7 | . | . | . | 91 | .
CN1C(=O)C(Cc2c[nH]c3ccccc23)C(=O)N(C)C1=O | . | . | . | . | . | 2 | . | . | -19
COC(=O)C1=C(c2c(C)noc2C)C[C@@H]2CC[C@H]1N2C(=O)N1CCc2cc(OC)c(OC)cc2C1 | 1.8 | -0.9 | 0 | . | . | . | . | . | .
COC(=O)C1=C(c2ccc(F)cc2OCc2ccccc2)C[C@@H]2CC[C@H]1N2C(=O)N1CCC(C)CC1 | -1.2 | 0.4 | -4 | . | . | . | . | . | .
COC(=O)C1=C(c2ccc(F)cc2OCc2ccccc2)C[C@@H]2CC[C@H]1N2C(=O)NCc1cc(C)oc1C(F)(F)F | -0.7 | 1.0 | -6 | . | . | . | . | . | .
COC(=O)C1=C(c2c(C)noc2C)C[C@@H]2CC[C@H]1N2C(=O)NCCO | 0.5 | -0.1 | 5 | . | . | . | . | . | .
COC(=O)C1=C(c2ccc3ccccc3c2)C[C@@H]2CC[C@H]1N2C(=O)NCCNC(C)=O | 0.4 | 0.1 | -1 | . | . | . | . | . | .
CC(C)NP(=O)(NC(C)C)OP(=O)(NC(C)C)NC(C)C | -0.7 | 1.4 | -2 | . | . | . | . | . | .
COC(=O)C1=C(c2ccc(C(C)=O)cc2)C[C@@H]2CC[C@H]1N2C(=O)NC1Cc2ccccc2C1 | 3.3 | -0.6 | 0 | . | . | . | . | . | .
Clc1ccc(CCC(Cn2ccnc2)Sc2c(Cl)cccc2Cl)cc1 (stereo not drawn) | -1.3 | 1.1 | -13 | . | . | . | . | . | .
C[N+]1([O-])[C@@H]2CC(OC(=O)[C@H](CO)c3ccccc3)C[C@H]1[C@@H]1O[C@@H]12 (stereo partly drawn) | -0.6 | -0.5 | -13 | . | . | . | . | . | .
CC(C)C[C@H](NP(=O)(O)O[C@@H]1O[C@@H](C)[C@H](O)[C@@H](O)[C@H]1O)C(=O)N[C@@H](Cc1c[nH]c2ccccc12)C(=O)O | 1.3 | 0.4 | -4 | . | . | . | . | . | .
C=C[C@H]1CN2CC[C@H]1C[C@@H]2[C@@H](O)c1ccnc2ccccc12 | -1.2 | -0.5 | -2 | . | . | . | . | . | .
NCCc1ccc(S(=O)(=O)F)cc1 | 0.4 | 1.2 | -6 | . | . | . | . | . | .
COc1ccc(C=O)cc1 | 0.4 | 0.7 | 1 | . | . | . | . | . | .
COC(=O)C1=C(c2ccc(Cl)c(C(F)(F)F)c2)C[C@@H]2CC[C@H]1N2C(=O)N1CCC(C)CC1 | -2.1 | -0.6 | -7 | . | . | . | . | . | .
C[C@@H]1CCC2[C@@H](C)C(=O)O[C@@H]3OC4(C)CCC1[C@@]23OO4 (stereo partly drawn) | 0.7 | -0.4 | 2 | . | . | . | . | . | .
C=C[C@@]12CN(C)[C@H]3[C@H]1[C@@]1(C(=O)Nc4ccccc41)C1CC2[C@@H]3CO1 | -0.2 | 1.3 | -2 | . | . | . | . | . | .
CC(C)C[C@H]1C(=O)N2CCC[C@H]2[C@]2(O)O[C@](NC(=O)[C@@H]3C=C4c5cccc6[nH]cc(c56)C[C@H]4N(C)C3)(C(C)C)C(=O)N12 | 1.0 | 3.6 | -4 | . | . | . | . | . | .
Cc1ccc(C[n+]2c(-c3ccc(C)cc3)cc(-c3ccc(C)cc3)cc2-c2ccc(C)cc2)cc1 | 18 | 16 | -18 | . | . | . | . | . | .
O=[N+]([O-])c1cccc(CCl)c1 | 1.1 | 0.7 | -4 | . | . | . | . | . | .
COc1cc(CCN)ccc1O | 1.5 | 1.2 | -6 | . | . | . | . | . | .
CC12CCC(O)CC1CCC1C2CCC2(C)C(C3=CC(=O)OC3)CCC12O (stereo not drawn) | . | . | . | . | . | . | 30* | . | .
O=C(NCCN1CCC2(CC1)C(=O)NCN2c1ccccc1)c1ccccc1C(F)(F)F | . | . | . | . | . | . | -8 | . | .
S=C(NCCc1ccccc1)N1Cc2cc(-c3ccccc3)ccc2-n2nncc2C1 | . | . | . | . | . | . | -6 | . | .
C[C@@H]1CN([C@@H](C)CO)C(=O)CCCn2cc(nn2)CO[C@H]1CN(C)C(=O)Oc1cccc2ccccc12 | . | . | . | . | . | . | -7 | . | .
Cc1cc(N2CCNC[C@@H]2C)ccc1N1CCN[C@H](C)C1 | . | . | . | . | . | . | 0 | . | .
O=[N+]([O-])c1ccc(N(CCO)CCO)c2c1no[n+]2[O-] | . | . | . | . | . | . | -4 | . | .
NP(=O)(Oc1ccccc1)Oc1ccccc1 | . | . | . | . | . | . | -6 | . | .
CC(C)(C)C(=O)N1Cc2cc(N3CCOCC3)ccc2-n2nncc2C1 | . | . | . | . | . | . | -7 | . | .
S=P(N1CCCCCC1)(N1CC1)N1CC1 | . | . | . | . | . | . | -5 | . | .
Cc1ccc(NC(=O)N2CC2)cc1NC(=O)N1CC1 | . | . | . | . | . | . | -5 | . | .
COC(=O)C1C(c2ccc(I)cc2)CC2CCC1N2C (stereo not drawn) | . | . | . | . | . | . | -2 | . | .
CC1CC(C)CC(C)C(O)C(C#N)=CC=CCC(C2CCCC2C(=O)O)OC(=O)CC(O)C(C)C1 (stereo not drawn) | . | . | . | . | . | . | -4 | . | .
C/C=C1\NC(=O)[C@H](C)NC(=O)[C@@H](NC(=O)[C@H](Cc2ccc(O)cc2)NC(=O)[C@@H](NC(=O)/C(C)=C/C)C(C)C)[C@@H](C)OC(=O)[C@H](CCCc2ccc(O)cc2)NC(=O)[C@@H](CCC(=O)O)NC1=O | . | . | . | . | . | . | -4 | . | .
c1cc2c(cc1N1CCCCC1)C1CC2CCN1 (stereo not drawn) | . | . | . | . | . | . | -3 | . | .
CC(C)COC(=O)N1Cc2ccccc2-n2nncc2C1 | . | . | . | . | . | . | -4 | . | .
C#C[C@]1(O)CC[C@H]2[C@@H]3[C@H](O)C[C@H]4C[C@@H](O)CC[C@]4(C)[C@H]3CC[C@@]21C | . | . | . | . | . | . | -6 | . | .
C[C@@H]1CN([C@H](C)CO)C(=O)CCCn2nncc2CO[C@@H]1CN(C)C(=O)Oc1cccc2ccccc12 | . | . | . | . | . | . | -6 | . | .
CC(O)C1C=CC=CC(=O)OC2CC3OC4C5OC5(C)CCC4(COC(=O)C4OC4(C)C(O)CO1)C2(C)C31CO1 (stereo not drawn) | . | . | . | . | . | . | -4 | . | .
CCC(=O)OC(Cc1ccccc1)(c1ccccc1)C(C)CN(C)C (stereo not drawn) | . | . | . | . | . | . | -3 | . | .

One compound at a time (already shown):
Cc1cc(N2CCNC[C@@H]2C)ccc1N1CCN[C@H](C)C1 is listed as OXTR agonist: .; V1R ag counter: .; OXTR potentiator: .; MEKK2mut PB1 HTS: .; NALP1 inh: .; PfM18AAP inh: .; GalR3 antagonist: 0; MEKK2wt PB1 HTS: .; GPR7 antag: .
C=C[C@H]1CN2CC[C@H]1C[C@@H]2[C@@H](O)c1ccnc2ccccc12 is listed as OXTR agonist: -1.2; V1R ag counter: -0.5; OXTR potentiator: -2; MEKK2mut PB1 HTS: .; NALP1 inh: .; PfM18AAP inh: .; GalR3 antagonist: .; MEKK2wt PB1 HTS: .; GPR7 antag: .

Next compounds
SMILES | OXTR agonist | V1R ag counter | OXTR potentiator | MEKK2mut PB1 HTS | NALP1 inh | PfM18AAP inh | GalR3 antagonist | MEKK2wt PB1 HTS | GPR7 antag
O=C1c2ccccc2-n2nnc(-c3ccccc3)c2C2c3ccccc3CCN12 (stereo not drawn) | . | . | . | . | . | . | 1 | . | .
CCC(c1nnnn1-c1ccc(OC)cc1)N1CCC(n2c(=O)[nH]c3ccccc32)CC1 (stereo not drawn) | . | . | . | . | . | . | 0 | . | .
CCOc1ccc(C=C2C(=O)NC(=S)NC2=O)cc1OCC | . | . | . | . | . | . | -3 | . | .
CC12CCC(=O)C=C1CCC1C2CCC2(C)C(O)(C(=O)CO)CCC12O (stereo not drawn) | . | . | . | . | . | . | -4 | . | .
Cc1ccc(N2CCNCC2C)cc1 (stereo not drawn) | . | . | . | . | . | . | -6 | . | .
O=C(Cc1c(-c2ccccc2)nc2ccc(Br)cn12)N1CCCC1 | . | . | . | . | . | . | -1 | . | .
O=C1NC(=S)NC(=O)C1=Cc1c(Cl)cccc1Cl | . | . | . | . | . | . | -5 | . | .
COc1ccc(-n2nnnc2C(CCc2ccccc2)N2CCC3(CC2)C(=O)NCN3c2ccccc2)cc1 (stereo not drawn) | . | . | . | . | . | . | 0 | . | .
Cc1ccc(S(=O)(=O)N2Cc3cnnn3-c3ccccc3C2C#N)cc1 (stereo not drawn) | . | . | . | . | . | . | -6 | . | .
CN1Cc2ccccc2-n2nncc2C1 | . | . | . | . | . | . | -2 | . | .
CCc1cccc(CC)c1N(COC)C(=O)CCl | . | . | . | . | . | . | -6 | . | .
CC12CCC(=O)C=C1CCC1C2C(O)CC2(C)C(O)CCC12 (stereo not drawn) | . | . | . | . | . | . | -7 | . | .
O=C1NCN(c2ccccc2)C12CCN(C(c1ccnc3ccccc13)c1nnnn1C1CCCC1)CC2 (stereo not drawn) | . | . | . | . | . | . | 0 | . | .
CC12CCC3C(CCC4CC(=O)OCC43C)C1CCC2O (stereo not drawn) | . | . | . | . | . | . | -7 | . | .
O=C(C1CCCCC1)N1Cc2ccccc2-n2nncc2C1 | . | . | . | . | . | . | -6 | . | .

Three entries from above, with each value named:
Structure: CCc1cccc(CC)c1N(COC)C(=O)CCl
  OXTR agonist = .
  V1R ag counter = .
  OXTR potentiator = .
  MEKK2mut PB1 HTS = .
  NALP1 inh = .
  PfM18AAP inh = .
  GalR3 antagonist = -6
  MEKK2wt PB1 HTS = .
  GPR7 antag = .

Structure: O=C(C1CCCCC1)N1Cc2ccccc2-n2nncc2C1
  OXTR agonist = .
  V1R ag counter = .
  OXTR potentiator = .
  MEKK2mut PB1 HTS = .
  NALP1 inh = .
  PfM18AAP inh = .
  GalR3 antagonist = -6
  MEKK2wt PB1 HTS = .
  GPR7 antag = .

Structure: O=C1NC(=S)NC(=O)C1=Cc1c(Cl)cccc1Cl
  OXTR agonist = .
  V1R ag counter = .
  OXTR potentiator = .
  MEKK2mut PB1 HTS = .
  NALP1 inh = .
  PfM18AAP inh = .
  GalR3 antagonist = -5
  MEKK2wt PB1 HTS = .
  GPR7 antag = .

Not all compounds are listed; count on the stated rates, not on these rows.
